PDI turbidity: PDI (human) enzyme inhibition. inhibition, % at 10 µM. PDI insulin aggregation turbidity, A650, 90 min. actives 0.052% (n = 350,000);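 active = mean inhibition across replicates of 30% or more, whatever share of single replicates reach that level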;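 also: absorbance from insulin aggregation driven by PDI reduction with DTT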
Target sequence (P07237 whole entry, looked up): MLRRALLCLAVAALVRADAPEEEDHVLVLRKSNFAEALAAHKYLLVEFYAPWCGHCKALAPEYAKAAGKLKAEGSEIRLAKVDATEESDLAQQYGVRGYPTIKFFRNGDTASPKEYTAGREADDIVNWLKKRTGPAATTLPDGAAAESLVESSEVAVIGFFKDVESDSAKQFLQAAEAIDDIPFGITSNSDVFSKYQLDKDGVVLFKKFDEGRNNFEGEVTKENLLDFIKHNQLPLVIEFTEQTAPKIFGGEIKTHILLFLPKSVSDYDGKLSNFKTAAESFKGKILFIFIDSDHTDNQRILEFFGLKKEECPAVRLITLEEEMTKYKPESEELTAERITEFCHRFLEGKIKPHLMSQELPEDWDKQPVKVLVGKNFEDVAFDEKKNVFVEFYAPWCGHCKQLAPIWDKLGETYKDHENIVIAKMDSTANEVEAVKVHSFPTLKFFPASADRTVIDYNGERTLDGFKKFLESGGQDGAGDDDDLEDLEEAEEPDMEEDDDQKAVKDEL
m5-HT2A agonist: activates the mouse 5-HT2A serotonin receptor. activation, % at 7.6 µM. CHO-K1 mHTR2A beta-arrestin complementation, luminescence; percent of 30 µM serotonin response. actives 0.66% (n = 360,000);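 active = activation above a run cutoff, the mean activation of all tested compounds plus 3 SD, cut at about 14% in these data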;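 also: 0% = plate median of compound wells and 100% = 30 µM serotonin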
Target sequence (P35363 whole entry, looked up): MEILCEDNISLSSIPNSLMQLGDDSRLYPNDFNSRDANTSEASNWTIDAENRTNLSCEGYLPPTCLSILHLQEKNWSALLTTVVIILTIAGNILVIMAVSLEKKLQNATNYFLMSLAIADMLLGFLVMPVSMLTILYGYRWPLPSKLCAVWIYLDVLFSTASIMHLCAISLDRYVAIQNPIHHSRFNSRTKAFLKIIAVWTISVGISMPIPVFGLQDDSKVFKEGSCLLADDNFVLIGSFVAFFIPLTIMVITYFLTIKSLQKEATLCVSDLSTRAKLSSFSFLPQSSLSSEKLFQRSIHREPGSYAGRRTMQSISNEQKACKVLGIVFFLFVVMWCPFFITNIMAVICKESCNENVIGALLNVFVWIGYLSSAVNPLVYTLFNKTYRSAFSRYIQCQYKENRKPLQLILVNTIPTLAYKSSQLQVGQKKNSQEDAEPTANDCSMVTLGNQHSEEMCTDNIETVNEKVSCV
hiPSC survival: enhancers of human iPSC single-cell survival; actives 0.044% (n = 360,000); hiPSC single-cell survival, ATPlite luminescence; 100% = ROCK inhibitor wells, 0% = DMSO; survival enhancement, % at 20 µM; AID 602274; in the data active = survival enhancement above about 18%;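 also: cells exposed to compounds for 16 hours before the ATP read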
aDG glyco act: increases alpha dystroglycan glycosylation. AID 624168. actives 0.22% (n = 360,000). activation, % at 10 µM. Pro5-aDG cells, alpha-DG glycosylation AlphaScreen (IIH6); 0% Pro5, 100% B10-LARGE cell signal;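 active = activation of at least 8% versus controls, or a plate z-score of at least 8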;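 also: Pro5 are CHO cells carrying HIG-tagged alpha-DG that lacks glycosylation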
CaV13 ICDI inh: Primary screen for inhibitors of IQ motif and Ca2+-dependent inactivation inhibitor domain binding in CACNA1D, Förster resonance energy transfer in living cells, …; HEK cells, CFP/YFP FRET ICDI-IQ, plate reader, 10 min; percent FRET-ratio fall versus neutral wells; inhibition, % at 12.3 µM; actives 0.098% (n = 340,000); AID 743397;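 active = mean replicate inhibition of at least 30% and at least 1% of replicates passing that level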;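 also: 0% = median of the neutral control wells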
Granule exo inh: lytic granule exocytosis inhibition. TALL-104 LAMP-1 surface exposure, flow cytometry; cells stimulated with thapsigargin and PMA. inhibition, % at 10 µM. actives 0.66% (n = 360,000);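 active = inhibition above about 55%, limit read from the data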
N-glyco inh: blocks N-linked glycosylation in D54 reporter cells; actives 0.23% (n = 360,000); D54 ERlucT glycosylation luciferase reporter, 24 h; percent of 100 nM tunicamycin response; AID 588692; reporter increase, % at 12.5 µM;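 active = mean luciferase reporter signal, scaled so untreated is 0 and the glycosylation-blocking control 100, at or above a set limit in every replicate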;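 also: luciferase carries N-glycosylation sites so blocking glycosylation raises the light; 0% = median of neutral control wells and 100% = median of 100 nM tunicamycin wells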
H9c2 protect: modulators protecting cardiomyocytes from myocardial damage; H9c2 cardiomyocytes, H2O2 injury protection, ATPLite, 2 h; protection from H2O2 cell death, % at 20 µM; actives 0.63% (n = 360,000);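 active = compounds giving at least 50% protection of heart cells from peroxide-induced death in the single-dose screen, raw or plate-pattern-corrected value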;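 also: 0% = DMSO wells with peroxide and 100% = DMSO wells without peroxide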
Vif inh: inhibitors of HIV Vif; HEK293T cells, Vif self-association by quenched fluorescence, imaging, 24 h; inhibition, % at 7.49 µM; actives 0.35% (n = 340,000); in the data active = inhibition above about 50%, passing the limit was not always enough; also: some results filed as inactive read as strong as hits
ABCB6 inh MLPCN: blocks the human ABCB6 transporter; K562-ABCB6 porphyrin accumulation, flow cytometry, 1 h; stronger effect = lower value; fluorescence ratio to DMSO, % at 10 µM; actives 0.19% (n = 360,000); Q9NP58;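 active = fluorescence ratio to DMSO below 75%, the collection mean minus 3 SD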;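 also: signal is porphyrin accumulated inside mitochondria; 100% equals median channel fluorescence of DMSO control wells; lower ratio means ABCB6 inhibition with less porphyrin fluorescence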
Active calls of the source: *; . = not tested or not shown.

SMILES	PDI turbidity	m5-HT2A agonist	hiPSC survival	aDG glyco act	CaV13 ICDI inh	Granule exo inh	N-glyco inh	H9c2 protect	Vif inh	ABCB6 inh MLPCN
CC(C)N1CCC(N2CCN(Cc3cccnc3)CC2CCO)CC1 (stereo not given)	3	2	-0.6	-0.1	-4	-4	3	11	-2	98
CCCCNC(=O)C(=O)NC(C)CCc1ccccc1 (stereo not given)	0	-3	0.9	0.1	0	4	-2	1	.	96
COc1ccc(-n2c(-c3ccco3)nc3c(cnn3-c3ccc(C)cc3)c2=O)cc1	-2	3	0.3	0.7	6	1	1	0	-10	93
CC(Oc1ccc(C(=O)c2ccccc2)cc1)C(=O)N1CCOCC1 (stereo not given)	3	-6	-0.2	0.0	-3	-3	1	2	13	97
[O-][n+]1c2c(nn1-c1ccc(Cl)c(Cl)c1)-c1nonc1CC2	6	-2	2.2	-0.3	-4	0	-1	-9	-4	99
CC(C)n1c(SCC(=O)N2CCN(C(=O)c3ccco3)CC2)nc2c1c(=O)n(C)c(=O)n2C	9	5	0.9	-0.3	-2	0	1	6	-1	98
CC(C)(C)c1cc(OC(=O)C2CCCC2)ccc1O	10	3	-0.4	0.4	-10	3	-4	-9	0	94
CCC(C)(C)n1nnnc1C(c1ccc(OC)c(OC)c1)N1CCN(c2ccccc2)CC1 (stereo not given)	9	-2	-0.7	0.1	-6	3	1	-2	8	90
Cc1sc(NC(=O)Nc2ccccc2)c(C(N)=O)c1C	-3	-1	-0.4	0.0	-2	-1	-2	-12	-3	100
Cc1c(CCO)c(=O)[nH]n1S(=O)(=O)c1ccc([N+](=O)[O-])cc1	-7	-4	0.2	0.5	-6	-8	4	5	3	99
COc1ccccc1CNC(=O)C(C)n1nc(C)c2c(C)n(-c3ccccc3)nc2c1=O (stereo not given)	-10	3	0.0	-0.1	-6	2	-1	-1	-3	101
CC(=O)c1ccc(OCC(=O)N(C2CCCCC2)C2CCS(=O)(=O)C2)cc1 (stereo not given)	4	0	0.1	0.0	.	5	0	2	19	104
CCONC(=O)Nc1ccccc1[N+](=O)[O-]	-5	0	1.0	-0.2	-3	-7	1	1	6	98
Cn1cnnc1SC1CCCCC1NS(=O)(=O)c1ccccc1 (stereo not given)	6	-1	-3.0	0.0	-4	-1	0	5	0	97
Cc1ccc(OCC(=O)NCCCNC(=O)c2ccccn2)cc1	5	9	0.0	0.0	-3	8	3	0	11	101
COC(=O)c1ccc2c(c1O)C(=O)c1ccccc1C2=O	4	2	-2.4	4.4	.	5	-5	-29	-9	103
Cc1cc(C)cc(C(=O)NCC(=O)NNC(=O)CSc2ccccc2F)c1	-11	1	0.5	0.6	-17	2	1	2	-4	98
Cc1ccccc1CN1CCN(CC(=O)NCc2ccccn2)C1=O	-14	2	-1.4	0.0	-8	8	0	-1	9	99
COc1cc(Nc2nc(SCC#N)nc3ccccc23)cc(OC)c1OC	4	2	0.7	0.2	-11	3	1	11	.	101
Cc1noc(C)c1S(=O)(=O)Nc1ccc(C(=O)Nc2ccc(OC(F)(F)F)cc2)cc1	-2	0	-0.3	0.1	-13	-7	-4	-5	-9	91
CC(=O)N/N=C(\C)c1ccc(Br)cc1Br	-5	13	-1.1	0.4	-4	6	-2	-10	-5	103
CC(=O)N1CCN(Cc2nc3cc(NC(=O)Nc4ccccc4)ccc3n2C)CC1	-1	-3	-0.8	0.1	0	-2	3	9	7	91
COCC(=O)Nc1nc(-c2ccc([N+](=O)[O-])cc2)cs1	7	-1	0.5	0.4	-22	0	-1	0	-4	101
COc1ccc(N2CCN(C(=O)CCc3c[nH]c4ccccc34)CC2)cc1	-2	4	0.7	-0.2	-5	-1	0	-1	-4	91
COc1ccc(-c2csc(N3CCSCC3)n2)cc1	9	0	0.2	-0.1	-19	-5	-4	-4	8	94
N/C(=N\S(=O)(=O)c1cc(C(F)(F)F)cc(C(F)(F)F)c1)c1ccc(Cl)cc1	-3	7	-0.6	0.2	-4	3	-3	-13	-6	89
COc1ccc(NC(=O)Cc2c(Sc3ccccc3)c3ccccc3n2C)cc1	11	-3	0.4	-0.4	-3	0	0	0	-12	104
COc1cccc(OCCNC(=O)c2ccc(C)cc2)c1	0	-2	1.0	0.0	-4	-5	1	-2	-13	732
CCN1C(=S)N[C@@H](c2ccccc2)C(C(=O)OC)=C1C	-1	4	0.1	0.4	-5	-7	2	0	-7	102
COc1ccc(C(=O)CC(=O)C(=O)Nc2ccc(Cl)cc2)cc1	-6	1	0.5	0.0	-22	-10	3	2	-2	98
S=C(c1ccc(-c2ccccc2)o1)N1CCCCC1	6	-4	-0.9	0.8	-5	-4	-11	-39	-2	97
CCn1nnnc1NC(=O)c1cc(OC)c(OC)c(OC)c1	0	-3	-0.1	-0.1	-6	-3	0	5	0	101
O=C(O)[C@H](Cc1ccccc1)NC(=O)C(c1ccccc1)(c1ccccc1)c1ccccc1	-5	0	0.0	0.0	21	-1	-3	-1	7	101
O=C(/C(=C(\O)c1ccccc1)c1nc2ccccc2[nH]1)c1ccccc1	4	4	-0.3	0.3	-5	-1	0	21	-12	103
CS(=O)(=O)c1ccc(-c2csc(C(O)(c3ccccc3)C(F)(F)F)n2)cc1 (stereo not given)	2	-6	-1.3	-0.1	-6	-3	-8	-3	9	97
Cc1cc(N2CCCC2=O)cc(C)c1S(N)(=O)=O	-8	-4	0.9	-0.2	-8	2	3	7	-5	100
N#Cc1cc2c(nc1SCC(=O)O)CCCC2	-9	5	1.2	0.5	-6	0	.	5	.	92
Cc1nnc(SCC(=O)N2CCN(c3ccccc3)CC2)n(N)c1=O	-2	8	3.7	-0.3	3	0	-2	-1	3	99
CCOC(=O)c1ccc(-n2c(CCC(=O)O)ccc2-c2cccs2)cc1	-4	1	-1.6	0.1	-5	4	0	1	-2	118
COc1ccc(C2=NS(=O)(=O)N(C)C(C(=O)NC3CCCC3)=C2)cc1OC	.	-1	2.0	-0.3	0	0	0	-7	.	95
Cc1ccc(NC(=O)CSc2nnc(-c3cc(C)on3)o2)cc1	-7	5	1.2	0.0	-7	-1	2	6	-5	99
COc1ccc(N2CCN(CCNC(=O)C3CCN(S(=O)(=O)c4cccs4)CC3)CC2)cc1	12	0	1.4	0.3	-7	-1	-2	-1	0	97
CC#CC(=O)NC1CCCN(C2Cc3ccccc3C2)C1 (stereo not given)	-3	-1	1.2	0.0	-5	-1	-6	4	4	97
O=C1CSC(c2ccccc2)N1c1ccc(F)cc1F (stereo not given)	4	3	-0.3	0.0	-4	-8	-1	-3	6	98
Cc1ccc2[nH]c(=O)c3cc(C(=O)NCCN4CCN(C)CC4)sc3c2c1	.	0	-2.3	0.0	5	4	10	10	12	102
CCn1c(=O)c2c(nc3n2CC(C)CN3CCc2ccccc2)n(C)c1=O (stereo not given)	0	-3	0.6	0.2	-5	0	2	13	7	92
Cc1cccc(C)c1OCC(=O)N(Cc1cccs1)C1CCS(=O)(=O)C1 (stereo not given)	0	4	1.1	0.3	7	-1	1	-1	-3	98
Cc1nn(C)cc1CNC(=O)c1cccc(F)c1	0	-3	2.4	0.0	-3	-4	2	8	-1	97
COc1ccc(NC(=O)C(Cc2ccccc2)NC(=O)c2ccco2)cc1OC (stereo not given)	0	-1	-1.6	0.0	-8	0	0	2	0	106
Cc1sc2ncnc(NCC(c3ccccc3)N(C)C)c2c1C (stereo not given)	-10	2	-0.2	0.1	-4	14	-7	-4	1	99
CC(=O)Oc1cccc(/C=C2\Sc3ccccc3C2=O)c1	-3	1	-0.6	-0.1	-16	-9	-1	-6	-2	72*
COc1cccc(-c2noc(Cn3nc(C(=O)O)c4ccccc4c3=O)n2)c1	5	-5	-0.2	0.0	-4	-2	0	14	10	96
CCc1cccc2c(C(=O)CN3C(=O)NC4(CCc5ccccc54)C3=O)c[nH]c12 (stereo not given)	-5	-1	-0.4	-0.3	-2	9	15	3	11	101
O=C(CCNc1ccc(F)cc1)c1cccc([N+](=O)[O-])c1	-3	3	-0.5	1.0	-7	34	-2	-10	-11	97
NC(=O)CC(NC(=O)Cc1ccc(Cl)cc1)c1ccc(NCC2CC2)c([N+](=O)[O-])c1 (stereo not given)	0	-2	-1.2	-0.1	-10	-10	43*	0	.	108
Cc1[nH]c2ccccc2c1C(=O)C(=O)NCc1ccncc1	17	-7	0.7	0.0	-3	-9	2	4	-10	95
Cc1ccc(S(=O)(=O)NCC(=O)OC(C)C(=O)NC(=O)NC2CCCCC2)cc1C (stereo not given)	10	8	-0.7	-0.3	-6	6	4	-3	10	97
Cc1noc(C)c1C(=O)Nc1sc(C)c(-c2ccccc2)c1C#N	-1	2	0.2	0.3	-4	5	4	-17	-8	99
COC(=O)CCC(=O)NC1CC(C)(C)Cc2c1cnn2-c1ccc(F)cc1 (stereo not given)	-8	-2	1.2	0.0	-5	-7	1	3	9	98
COc1ccc(/C=N\NC(=O)c2c(C)nc3ccc(Br)cn23)cc1	-4	-6	-2.2	0.3	-6	14	9	60*	-1	94

(listing goes on)
SMILES	PDI turbidity	m5-HT2A agonist	hiPSC survival	aDG glyco act	CaV13 ICDI inh	Granule exo inh	N-glyco inh	H9c2 protect	Vif inh	ABCB6 inh MLPCN
O=C(NCCc1csc(-c2cccnc2)n1)c1ccccc1	.	-3	-0.4	0.2	14	-4	-2	-1	-7	90
COc1ccc(NC(=S)N2CCN(S(=O)(=O)c3ccc(C)cc3)CC2)cc1	-1	5	-0.1	0.0	-6	5	-1	-8	.	95
O=C(CSc1nc2ncc(Cl)cc2[nH]1)N(Cc1ccccc1)C1CCS(=O)(=O)C1 (stereo not given)	-1	3	-0.1	-0.1	-6	0	1	-4	-4	100
Cc1ccc(CNC(=O)c2ccc(N3CCC4(CC3)CC(c3ccccc3)=NO4)c(NC(=O)c3ccc(Cl)c([N+](=O)[O-])c3)c2)cc1	1	0	-5.2	-0.7	-11	0	1	0	-4	95
Cc1c(Br)cc(C(=O)N2CCCCCC2)c(C)c1C	-3	8	-0.6	-0.1	-3	0	-3	-9	-6	89
CCOC(=O)Cc1csc(NC(=O)CSc2nnc(Cc3csc(N)n3)n2C)n1	4	-1	1.6	-0.2	-5	-1	1	9	1	98
O=c1[nH]cc(C=NNc2ccccc2)c(=O)[nH]1	.	-3	-0.4	-0.1	-13	0	0	-5	.	100
O=C(Cn1c(=O)n(Cc2ccc(F)cc2)c(=O)c2ccccc21)NCC1CCCO1 (stereo not given)	3	-9	-0.8	0.1	-4	17	-2	7	14	94
CCc1ccc(CN2CCCC(C(=O)Nc3ccccc3-c3ccc(OC)cc3)C2)o1 (stereo not given)	0	-16	-0.1	0.2	-6	3	-6	-2	-1	99

Screens as filed in PubChem.
